# Screening results (PubChem)
# FLuc act counter – affects firefly luciferase, flagging false hits in luciferase stimulation screens | activation factor at 10 µM | 200,000 tested, under 10 active | P08659 | ATPlite luciferase biochemical, luminescence, 10 min; 0 = ATP-free wells, 1 = DMSO control | AID 1027;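 active = luciferase activation factor, scaled between plate controls, of at least 2 with compound at 10 µM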
#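 Assay system: Luciferase/luciferin detection reagent, cell-free biochemical luciferase assay / Read-out: luciferase activation / Benchmarks: No-ATP low control, compound-free enzyme-plus-ATP high control / Medium: PBS buffer for ATP / Detection: luminescence measurement of luciferase light output / Schedule: 10 min at ambient temperature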
# G6PDH counter – inhibits Leuconostoc G6PDH, flagging false hits in G6PDH-based assays; Purified L. mesenteroides G6PDH, diaphorase/resazurin coupled fluorescence, 45 min; 200,000 tested, 0.12% active; inhibition, % at 5 µM; in the data active = inhibition above about 50%
# STAT1 act – STAT1 signaling activation. NIH 3T3 STAT1-luciferase reporter, IFN-gamma, luminescence; 100% = IFN-gamma alone, no compound. activation (% of control), % at 5.5 µM. 200,000 tested, 2.6% active;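 active = activation above the screen-wide mean activation plus 3 SD, cut at about 130% in these data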;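 note: raw ratio to IFN-gamma control signal so 100% means no change and 0% no light; values of inactives mirror those of a sister screen read the other way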
# NF-kB expr up – compounds increasing NF-kB expression in human neuronal cells | NF-kB reporter expression; stronger effect = higher value | fold change at 12.5 µM | 190,000 tested, 1.6% active | AID 1239; in the data active = fold change above about 3.3
# TLR4 MyD88 comp – blocks binding of human TLR4 to MyD88 | O00206+Q99836 | 200,000 tested, 0.18% active | HeLa CL3-4 TLR4/MyD88 BLA complementation, FRET ratio | inhibition, % at 8.4 µM | AID 861; in the data active = inhibition above about 25%;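 note: 0% = vehicle and 100% = reference inhibitor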
# Target sequence (O00206 whole entry, looked up): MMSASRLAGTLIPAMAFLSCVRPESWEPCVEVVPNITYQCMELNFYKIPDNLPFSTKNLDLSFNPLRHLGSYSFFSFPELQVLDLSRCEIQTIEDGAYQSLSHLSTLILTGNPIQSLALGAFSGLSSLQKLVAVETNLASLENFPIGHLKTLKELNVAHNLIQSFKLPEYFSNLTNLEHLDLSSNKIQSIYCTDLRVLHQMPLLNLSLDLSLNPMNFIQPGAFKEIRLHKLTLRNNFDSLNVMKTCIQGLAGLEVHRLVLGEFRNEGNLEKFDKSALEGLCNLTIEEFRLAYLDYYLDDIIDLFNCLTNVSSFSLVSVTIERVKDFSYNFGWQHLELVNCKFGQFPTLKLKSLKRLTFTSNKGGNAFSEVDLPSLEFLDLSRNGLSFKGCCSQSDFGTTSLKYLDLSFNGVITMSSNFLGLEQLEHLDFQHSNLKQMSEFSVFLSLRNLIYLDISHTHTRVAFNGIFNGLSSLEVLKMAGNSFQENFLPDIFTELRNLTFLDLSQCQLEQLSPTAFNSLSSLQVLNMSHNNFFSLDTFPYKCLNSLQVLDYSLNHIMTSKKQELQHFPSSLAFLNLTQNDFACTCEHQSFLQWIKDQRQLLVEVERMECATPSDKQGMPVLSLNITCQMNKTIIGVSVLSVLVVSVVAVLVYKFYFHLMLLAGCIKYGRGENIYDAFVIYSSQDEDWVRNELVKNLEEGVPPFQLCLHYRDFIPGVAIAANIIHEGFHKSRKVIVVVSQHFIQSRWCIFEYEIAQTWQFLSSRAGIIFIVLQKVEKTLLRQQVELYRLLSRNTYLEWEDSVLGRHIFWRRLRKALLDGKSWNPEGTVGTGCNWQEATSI
# Target sequence (Q99836 whole entry, looked up): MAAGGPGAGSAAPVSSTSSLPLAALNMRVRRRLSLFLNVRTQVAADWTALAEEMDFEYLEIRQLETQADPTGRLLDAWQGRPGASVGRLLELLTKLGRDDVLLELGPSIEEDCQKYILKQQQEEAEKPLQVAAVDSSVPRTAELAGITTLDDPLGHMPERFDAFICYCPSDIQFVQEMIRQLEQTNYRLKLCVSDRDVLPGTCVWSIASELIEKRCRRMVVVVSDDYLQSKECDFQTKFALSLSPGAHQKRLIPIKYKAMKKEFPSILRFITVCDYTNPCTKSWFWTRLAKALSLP
# APP 5'UTR act – APP 5'UTR luciferase reporter activation; SH-SY5Y APP 5'UTR luciferase reporter, luminescence; zero percent = DMSO vehicle wells; activation, % at 2 µM; 190,000 tested, 1% active; AID 1276;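 active = activation above a set limit, based on mean plus 3 SD of controls, cut at about 140% in these data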; note: values of inactives mirror those of a sister screen read the other way
# Diaphorase inh – inhibits diaphorase or chemically oxidizes, flagging diaphorase assay artifacts | diaphorase resazurin-to-resorufin fluorescence, NADH, 16 min; bacterial (C. kluyveri) enzyme, not human | inhibition, % at 20 µM | 190,000 tested, 0.69% active | AID 1217;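 active = primary screen inhibition at 20 µM above a set limit, cut at about 50% in these data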;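 note: plate controls were DMSO with full reaction for no effect and wells lacking NADH for full effect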
#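 controls = No-NADH positive control and DMSO neutral control | system = Clostridium kluyveri diaphorase enzyme | timing = reaction incubation of 16 min at room temperature | signal = resorufin fluorescence 544/590 nm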
# APP 5UTR inh – APP translation inhibition; SH-SY5Y APP 5'UTR-luciferase reporter, luminescence; inhibition, % at 2 µM; 190,000 tested, 0.82% active; AID 1285;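 active = inhibition above a set limit, derived from the sample mean plus 3 SD, cut at about 45% in these data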; note: values of inactives mirror those of a sister screen read the other way
# FLuc inh counter – Photinus pyralis luciferase inhibition counter-screen. P08659. ATPLite firefly luciferase biochemical luminescence, 10 min. inhibition, % at 10 µM. 200,000 tested, 1.5% active;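 active = inhibition above about 50% when tested at 10 µM, limit read from the data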
# Diaph act CS – activates diaphorase or chemically reduces, flagging diaphorase assay artifacts; 190,000 tested, 0.005% active; Diaphorase/resazurin coupled assay, resorufin fluorescence, 16 min; stronger effect = higher value; 1 = vehicle wells, 0 = NADH-free wells; activation factor at 20 µM;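 active = diaphorase activity raised at least twofold by the compound at 20 µM; inactive = activation factor below 2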
#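 Assay system: Purified diaphorase enzyme from Clostridium kluyveri | Amount: Enzyme 0.07 U/mL final | Dosing: Compound 20 µM once, DMSO 1% | Timing: 16 min reaction at room temperature | Detection: Fluorescence, excitation 544 nm and emission 590 nm | Evaluation: Higher resorufin formation from activation or reduction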
# Numbers without * were called inactive; x = not tested or not shown.
# Start of the listing, in advance:
SMILES,FLuc act counter,G6PDH counter,STAT1 act,NF-kB expr up,TLR4 MyD88 comp,APP 5'UTR act,Diaphorase inh,APP 5UTR inh,FLuc inh counter,Diaph act CS
C#CCOCCOCCOCCNc1nc(N2CCN(C(=O)Cn3cc(CCCN=C(N)N)nn3)CC2)nc(N2CCN(C(=O)[C@H](C)n3cc(CCCN=C(N)N)nn3)CC2)n1,1,13,108,0.9,-7,10,-42,-10,0,1.4
COc1ccc(Cn2ccc(=O)c(Cc3c(Cl)cccc3Cl)c2C)cc1,1.1,0,102,0.93,-20,12,0,-12,-5,1
CCOC(=O)/C(=C/C=C/c1ccccc1)NC(=O)c1ccccc1,1,-1,100,1.2,12,-16,20,16,0,0.8
O=C(COC(=O)c1cc(S(=O)(=O)N2CCCCC2)ccc1N1CCOCC1)NCCc1ccc(F)cc1,1,4,100,0.9,-3,7,0,-6,-3,1
COc1ccc(-c2nsc3c(N4CCN(C(=O)c5ccco5)CC4)ncnc23)cc1,1.1,15,114,1.2,3,22,12,-22,-6,0.9

# All compounds of this part, from the first entry:
SMILES,FLuc act counter,G6PDH counter,STAT1 act,NF-kB expr up,TLR4 MyD88 comp,APP 5'UTR act,Diaphorase inh,APP 5UTR inh,FLuc inh counter,Diaph act CS
C#CCOCCOCCOCCNc1nc(N2CCN(C(=O)Cn3cc(CCCN=C(N)N)nn3)CC2)nc(N2CCN(C(=O)[C@H](C)n3cc(CCCN=C(N)N)nn3)CC2)n1,1,13,108,0.9,-7,10,-42,-10,0,1.4
COc1ccc(Cn2ccc(=O)c(Cc3c(Cl)cccc3Cl)c2C)cc1,1.1,0,102,0.93,-20,12,0,-12,-5,1
CCOC(=O)/C(=C/C=C/c1ccccc1)NC(=O)c1ccccc1,1,-1,100,1.2,12,-16,20,16,0,0.8
O=C(COC(=O)c1cc(S(=O)(=O)N2CCCCC2)ccc1N1CCOCC1)NCCc1ccc(F)cc1,1,4,100,0.9,-3,7,0,-6,-3,1
COc1ccc(-c2nsc3c(N4CCN(C(=O)c5ccco5)CC4)ncnc23)cc1,1.1,15,114,1.2,3,22,12,-22,-6,0.9
O=C(NCc1cccs1)C1CCCN1S(=O)(=O)c1ccccc1F (stereo unspecified),1.1,1,99,1.1,2,1,10,-1,-6,0.9
CCN(CC)c1ccc(NC(=O)CCCOc2cccc(C)c2)cc1,1.1,16,93,1.2,8,13,20,-13,-7,0.8
O=C(NCCNC(=O)C(F)(F)F)c1ccncc1,1,3,x,x,x,x,2,x,-2,1
CCOC(=O)C/C(C)=N/NC(=O)c1cccs1,1.1,-2,127,3,7,98,10,-98,-8,0.9
Cc1ccc(NC(=O)c2cc(N3C(=O)C=CC3=O)ccc2N2CCOCC2)cc1,0.9,9,88,0.85,4,-77,2,77*,8,1
COc1ccc(-n2c(C)cc(=O)c3c2CC(C)(C)CC3=O)cc1,1.1,4,94,0.98,-5,-3,9,4,-8,0.9
CCOC(=O)CSCC(NC(=O)OC(C)(C)C)C(=O)OCC (stereo unspecified),1.1,15,100,0.97,4,-12,6,12,-7,0.9
Cc1cc2nc(C)c(=O)n(C)c2cc1C,1,2,103,1.1,4,31,9,-31,-4,0.9
CCN1CCc2c(OCC(=O)N3CCc4ccccc43)cccc2C1=O,1.1,3,89,0.96,-26,6,14,-6,-9,0.9
CCCCCCCCS(=O)CCC(=O)O (stereo unspecified),1,15,102,0.98,-8,26,3,-26,1,1
Cc1cccc(N2CCN(c3ccc(N4C(=O)CCCC4=O)cc3[N+](=O)[O-])CC2C)c1 (stereo unspecified),1,-1,95,0.89,-6,3,10,-3,-4,0.9
CC1(C)CC(=O)C2=C(C1)NC(Nc1nc3ccccc3o1)=NC21CCCCC1,1,3,102,1.3,0,27,2,-27,0,1
COc1cccc2sc(Nc3nc(C)c(C(C)=O)s3)nc12,0.7,3,112,0.91,-1,8,18,-8,32,0.8
Cc1ccc(-c2csc(Nc3ccc(S(N)(=O)=O)cc3)n2)o1,1,2,105,0.79,7,3,8,-3,-3,0.9
FC(F)(F)c1cccc(Cn2nnnc2-c2cccc(C(F)(F)F)c2)c1,1.1,-1,95,0.81,3,17,19,-17,-8,0.8
COC(=O)c1ccc(C2C(Oc3ccccc3)C(=O)N2CCc2ccc(F)cc2)cc1 (stereo unspecified),1,6,97,1.1,-15,12,-10,-12,2,1.1
Cc1ccnc(NC(=O)Nc2ccc3c(c2)N(C)C(=O)CS3)c1,0.9,2,181*,1.1,-8,38,-9,-38,8,1.1
O=C(CCc1c[nH]c2ccccc12)N1CCN(c2ccc(F)cc2)CC1,1,-6,106,x,-7,6,13,-6,-3,0.9
Cc1nn(-c2ccc(Cl)cc2)c(N)c1C(O)(CSc1nccn1C)C(F)(F)F (stereo unspecified),1,8,99,1.4,4,9,16,-9,-4,0.8
COc1ccc([C@@H]2Sc3cc(OC)ccc3N(CCN(C(C)C)C(C)C)C(=O)[C@H]2OC(C)=O)cc1,1.1,5,102,1.6,4,19,15,-19,-8,0.8
Cc1ccc(-c2nnc(SCC(=O)N3CCCC3)o2)cc1C,0.9,3,121,2.6,4,35,15,-35,13,0.8
Cc1ccc(C2CC(=O)NC(SCC(N)=O)=C2C#N)s1 (stereo unspecified),1.1,10,91,1.2,3,15,5,-15,-6,1
CC1=C(C(=O)OCC(C)C)C(c2ccccc2Cl)NC(=O)N1C (stereo unspecified),1,12,98,1.1,-5,0,23,0,-2,0.8
O=C1NC(=O)/C(=C/C(=O)N2CCOCC2)S1,1,7,100,1.2,3,-7,-8,7,0,1.1
CC1(C)CC(=O)C2=C(C1)OC(N)=C(C#N)C2c1cccs1 (stereo unspecified),1.1,12,102,1.1,-4,-14,17,14,-5,0.8
O=c1[nH]c(CSc2nnc3ccccn23)nc2cc(C(F)(F)F)ccc12,1,11,104,x,-11,-10,4,10,-3,1
CC(C)(C)c1nc(CN2CCOCC2)cc(CN2CCOCC2)c1O,1,3,101,0.99,-5,x,33,x,-3,0.7
CCOc1ccc(NS(=O)(=O)c2ccc(NC(=O)C3CCCO3)cc2)cc1 (stereo unspecified),1.1,1,96,0.98,-9,-14,18,14,-6,0.8
CCOC(=O)c1nn(-c2sc(C(=O)OC)c(C)c2C(=O)OC)cc1O,1,29,95,1.1,0,3,10,-3,3,0.9
O=C(CCCCn1c(=O)c2ccccc2n(Cc2ccc(F)cc2)c1=O)NCc1ccco1,1,10,94,1,3,1,9,-1,-4,0.9
O=C(CC1SC(=NCc2ccccc2)NC1=O)Nc1ccccc1 (stereo unspecified),1,4,99,1.3,-11,-12,0,12,-1,1

# Some values from the entries so far:
# `CC1(C)CC(=O)C2=C(C1)OC(N)=C(C#N)C2c1cccs1` (stereo unspecified) in APP 5'UTR act = -14
# `CCOc1ccc(NS(=O)(=O)c2ccc(NC(=O)C3CCCO3)cc2)cc1` (stereo unspecified) in G6PDH counter = 1
# `COc1ccc([C@@H]2Sc3cc(OC)ccc3N(CCN(C(C)C)C(C)C)C(=O)[C@H]2OC(C)=O)cc1` in Diaphorase inh = 15

# Additional records
SMILES,FLuc act counter,G6PDH counter,STAT1 act,NF-kB expr up,TLR4 MyD88 comp,APP 5'UTR act,Diaphorase inh,APP 5UTR inh,FLuc inh counter,Diaph act CS
COC(=O)c1c(NS(=O)(=O)c2cccs2)sc2c1CCCC2,1,9,97,1.1,-4,-7,17,7,-4,0.8
CCC(C)C(NC(=O)c1ccc(Cl)cc1)C(=O)O (stereo unspecified),1,6,105,1,6,21,13,-21,1,0.9
CCOC(=O)C1=C(C)NC(SCC(=O)Nc2nc(C)cs2)=C(C#N)C1c1cccs1 (stereo unspecified),1.1,6,96,0.63,-4,8,15,-8,-8,0.8
CCCCN(C)C(=S)Nc1ccsc1C(=O)OC,1,10,100,1.2,0,3,11,-3,4,0.9
CCOc1cccc(-c2nnc3sc(COc4ccc(OC)cc4)nn23)c1,1,-64,99,1,-4,2,18,-2,-3,0.8
COc1ccccc1NS(=O)(=O)c1cc(NC(=O)CCNC(C)=O)ccc1C,1.1,17,102,0.98,8,3,3,-3,-5,1
CCOc1ccc(N=C2SC(C(=O)O)CC(=O)N2C)cc1 (stereo unspecified),1,4,97,1.1,-1,7,-8,-7,-3,1.1
CC1(C)N(O)CC(c2cccs2)=[N+]1[O-],1,-2,100,1.1,-1,3,5,-3,-3,1
CCN(CC)CCCOC(=O)c1ccc(OC)cc1O,1.1,18,110,1,2,-8,10,8,-7,0.9
CC(=O)Nc1ncc2c(n1)CC(c1ccco1)CC2=O (stereo unspecified),1,9,100,0.85,2,0,-2,0,0,1
CCCCOc1ccccc1C1CC(=O)NC2=C1C(=O)CCC2 (stereo unspecified),1.1,5,109,2.3,2,-88,13,88*,-8,0.9
Cc1ccc(NC(=O)CSc2cccc[n+]2[O-])c([N+](=O)[O-])c1,1,3,106,0.96,-1,3,-1,-3,0,1
CSc1ccc(CN(C)CC(=O)Nc2ccccc2Br)cc1,1,-9,94,1.1,-6,-5,17,5,-3,0.8
CCOc1ccc(NC(=O)CC2C(=O)N(c3ccc(OC)cc3)C(=S)N2Cc2ccccn2)cc1 (stereo unspecified),1,7,100,0.75,2,9,16,-9,-3,0.8
Cc1ccsc1C1Nc2ccc3ncccc3c2C2=C1C(=O)CC(C)(C)C2 (stereo unspecified),1,14,97,0.64,-9,8,53*,-8,1,0.5
